Assay outcomes (PubChem)
Luc counter = blocks Kinase-Glo luciferase, a counter-screen artifact | Q27757 | Kinase-Glo luciferase, ATP luminescence, 8 min | AID 1379 | Potency, µM (series often up to 38.3 µM), for the others: top-dose activity change, negative = inhibition, usual class: inhibitors | 200,000 tested, 0.28% active; note: potency is the fitted concentration of half-maximal effect; % is set by controls: 0 for no effect and ±100 for the full control effect; nearly all actives have a fitted effect of over 60% in size
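Inhibition of Kinase-Glo luciferase light generation was assessed at 10 uM ATP in pH 7.2 imidazole buffer, with luminescence measured after eight minutes at ambient temperature.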
IMPase Li cell = IMPase inhibition in cells with lithium potentiation; CHO-M1 cells, IP1 TR-FRET (IP-One), carbachol + lithium; 210,000 tested, 0.35% active; Potency, µM (titrated, usually from 59.4 µM), for the others: top-dose activity, negative = IMPase inhibition, usual class: inhibitors;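 note: IP1 builds up when IMPase is blocked and the TR-FRET signal falls; potency is the fitted concentration of half-maximal effect; plate controls were basal vehicle for no effect and high inhibitor control for full effect; nearly all actives have a fitted effect of over 50% in size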
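CHO cells stably expressing M1 receptor (2000/well) were cultured 16–30 h, then exposed to compounds with a small lithium addition for 30 min at 37C. IP1 was measured by TR-FRET competition; AC50 from Hill fits.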
NPSR antag = neuropeptide S receptor (human) antagonism, cAMP | Q6W5P4 | CHO-NPSR cells, cAMP TR-FRET, antagonist mode | Potency, µM (top dose mostly 38.3 µM), inactives show at the highest dose activity change, negative = inhibition, most hits filed as inhibitors | 220,000 tested, 1% active; note: potency is the fitted concentration of half-maximal effect; % is set by controls: 0 for no effect and ±100 for the full control effect; nearly all actives have a fitted effect of over 50% in size; many of its hits are not listed in these tables
aGal spleen mod = inhibitors or activators of human alpha-galactosidase in spleen homogenate; P06280; human spleen homogenate, 4MU-alpha-Gal fluorescence, 40 min; Potency, µM (titrated, usually from 80 µM), without a hit: at the top dose activity change, negative = inhibition, hits mostly inhibitors; 240,000 tested, 0.008% active;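 note: potency is the fitted concentration of half-maximal effect; 0% = enzyme with vehicle and -100% = no enzyme basal signal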
Target sequence (P06280 32-429 limits assumed): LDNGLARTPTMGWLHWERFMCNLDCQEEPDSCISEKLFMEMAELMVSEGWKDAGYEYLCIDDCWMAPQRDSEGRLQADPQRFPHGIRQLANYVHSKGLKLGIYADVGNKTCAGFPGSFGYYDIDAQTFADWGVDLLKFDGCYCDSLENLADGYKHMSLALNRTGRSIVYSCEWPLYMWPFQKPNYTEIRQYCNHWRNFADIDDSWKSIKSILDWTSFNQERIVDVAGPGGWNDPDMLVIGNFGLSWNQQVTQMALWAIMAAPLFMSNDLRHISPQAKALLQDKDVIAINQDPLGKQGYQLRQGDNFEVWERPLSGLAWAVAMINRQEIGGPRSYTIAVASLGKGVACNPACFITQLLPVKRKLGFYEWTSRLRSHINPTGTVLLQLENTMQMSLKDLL
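Inhibition or activation of alpha-galactosidase in human spleen homogenate is scored by 4-MU fluorescence after 40 min at 37C, pH 5.0, with 1 mM substrate. AC50s come from concentration-response fitted to the Hill equation.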
CBFb-RUNX1 inh = blocks binding between human CBF-beta and RUNX1 | AlphaScreen CBFb-His/RUNX1-biotin binding, biochemical | Q01196+Q13951 | 230,000 tested, under 10 active | AID 1477 | Potency, µM (doses to about 59.8 µM), for the others: top-dose activity, negative = inhibition, actives largely listed as inhibitors; note: % of control where 0% means no effect
Target sequence (Q01196 whole entry, looked up): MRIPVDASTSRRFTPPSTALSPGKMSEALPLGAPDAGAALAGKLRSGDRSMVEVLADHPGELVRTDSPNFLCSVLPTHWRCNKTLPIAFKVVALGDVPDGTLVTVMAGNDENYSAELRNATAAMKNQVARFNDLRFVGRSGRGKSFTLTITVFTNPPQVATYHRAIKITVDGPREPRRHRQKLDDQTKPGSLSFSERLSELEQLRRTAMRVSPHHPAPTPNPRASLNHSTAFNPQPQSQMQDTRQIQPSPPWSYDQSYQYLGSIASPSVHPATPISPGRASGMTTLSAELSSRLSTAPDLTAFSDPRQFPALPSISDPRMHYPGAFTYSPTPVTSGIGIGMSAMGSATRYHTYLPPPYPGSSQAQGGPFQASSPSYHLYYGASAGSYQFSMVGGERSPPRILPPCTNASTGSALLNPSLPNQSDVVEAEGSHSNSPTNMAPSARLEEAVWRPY
Target sequence (Q13951 whole entry, looked up): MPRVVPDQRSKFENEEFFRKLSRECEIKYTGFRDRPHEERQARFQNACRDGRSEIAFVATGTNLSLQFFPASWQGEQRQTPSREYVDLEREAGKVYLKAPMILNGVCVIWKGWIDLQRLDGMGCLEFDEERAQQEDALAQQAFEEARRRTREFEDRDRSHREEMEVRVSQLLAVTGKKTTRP
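Interaction loss through any mechanism counts as activity. Pre-formed complex of His-CBF-beta and biotin-RUNX1 (30 nM apiece) is incubated with compound 15 min, then with 50 ng nickel and 50 ng streptavidin beads for 90 min before AlphaScreen detection.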
Lamin A splicing = LMNA splicing modulation. HeLa LMNA splicing GFP/RFP minigene ratio, 48 h. AID 1487. 200,000 tested, 0.01% active. Potency, µM (highest dose often 46.1 µM), for inactives: top-dose ratio change, negative = inhibition, most hits filed as inhibitors; active = well fitted inhibition curve with a large enough effect in the signal ratio, with a control signal flat, not every such curve was filed as active; inconclusive = small, poorly fitted or top-dose-only effect, or effect the other way, or a change in a side signal; the % refers to the signal ratio; note: potency is the fitted concentration of half-maximal effect; % is set by controls: 0 for no effect and ±100 for the full control effect
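S3 HeLa cells stably expressing lamin A-EGFP splicing minigene plus DsRed2, 600 cells/well, 48 h compound exposure at 37C. Laser-scanning cytometry; analysed as GFP (500-530 nm)/RFP (575-640 nm) total intensity ratio; 0.5% DMSO vehicle.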
Epigenetic derep = derepresses silenced GFP reporter in murine cells. 280,000 tested, 0.2% active. murine LDR cells, GFP reporter derepression, 30 h. Potency, µM (doses to about 53.9 µM), for the others: top-dose GFP activation, usual class: activators; note: potency is the fitted concentration of half-maximal effect; % of control where 0% means no effect; nearly all actives have a fitted effect of over 60% in size
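In this reporter-derepression format, murine cells bearing a silenced integrated CMV-GFP locus incubate with test compound (30 h, 37 C), then are washed and imaged; fluorescent objects of 20–120 um count as induced cells.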
* hit, by the source's call; ? = inconclusive; nt = no result given; & = joins results of further samples; [ ] = remark or other dose. Unless noted, calls come from the whole dose curve; as a rule, active = well fitted curve in the direction sought with a large enough effect; inconclusive = small, poorly fitted or top-dose-only effect, or another doubt; inactive = no such curve, though single readings can be large; an effect the other way counts as inactive or inconclusive. Only part of the results is shown; the hit share may differ from the screen's.

| SMILES | Epigenetic derep | aGal spleen mod | IMPase Li cell | NPSR antag | CBFb-RUNX1 inh | Luc counter | Lamin A splicing |
| --- | --- | --- | --- | --- | --- | --- | --- |
| COc1ccccc1/C=C/C=N/n1c(-c2ccncc2)n[nH]c1=S | -0.9% | -13% | 14% | -28% | ? | 1% | ? |
| N#CC1=C(N)OC(c2ccccc2)=C(C#N)C1c1ccc2c(c1)OCO2 (configuration not stated) | 0.0% | 3% | 29%[38.3 µM] | ? | 0% | 1% | -1% |
| COc1cc2nc(/C=C/c3cc(OC)c(OC)c(OC)c3)sc2cc1SC | 5.7% | 10% | -16% | -11%[46.1 µM] | ? | 0% | ? |
| COc1cc(OC)c2c(OC)cccc2n1 | -1.0% | 3% | -7% | 21% | -2% | 0% | -1% |
| COC(=O)c1ccc(CSc2nnc3c(n2)[nH]c2ccccc23)cc1 | 0.0% | 2% | nt | -7% | -5% | nt | ? |
| CCC(C)(C)NC(=O)CN(C(=O)c1snc(C(N)=O)c1N)c1ccc2c(c1)OCCO2 | -1.0% | 2% | 24%[38.3 µM] | -19%[46.1 µM] | 2% | -6% | 3% |
| COC(=O)c1[nH]c2ccccc2c1NC(=O)CN1CCN(Cc2ccc3c(c2)OCO3)CC1 | 0.0% | 6% | 35%[activator][38.3 µM] | -10%[46.1 µM] | -8% | -3% | -9% |
| CCn1c(NN)nc2sc3c(c2c1=O)CCC3 | -3.9% | 10% | 0%[38.3 µM] | ? | -20% | -9% | -10% |
| Cc1c(Cl)cccc1NC(=O)COC(=O)CN1C(=O)NC(C)(C)C1=O | 0.5% | 0% | nt | 9% | 8% | nt | nt |
| CNc1ccccc1C(=O)N1CCc2c([nH]c3ccccc23)C1=O | 3.9% | 8% | 0% | nt | nt | -4% | ? |
| COCCn1c(=O)c(-c2cc(F)cc(F)c2)nc2cnc(Oc3cccc(Cl)c3)nc21 | nt | 10% | 17% | nt | nt | -10% | nt |
| COC(=O)c1c(NC(=O)CSc2nc3nc(C)cc(C)n3n2)sc(C)c1C | -0.3% | -9% | 1% | 5% | -4% | -2% | -4% |
| CC(C)(C)c1nc2ccccc2c(=O)n1N1C(=O)c2ccccc2C1=O | -7.6% | -1% | 2% | -20%[46.1 µM] | 13% | -2% | -6% |
| CCC(C)NC(=O)C1CCCCN1S(=O)(=O)c1ccc(F)cc1 (configuration not stated) | -1.0% | -1% | 25%[38.3 µM] | -6%[46.1 µM] | 7% | 18% | -6% |
| O=C(c1cnn2c(C(F)F)cc(-c3ccccc3)nc12)N1CCc2ccccc2C1 | 0.0% | 0% | 12% | 6% | 4% | -2% | ? |
| CCCCNC(=O)Nc1cnn(CC)c1C(N)=O | -5.7% | -4% | 4% | -9%[46.1 µM] | 5% | 5% | -8% |
| O=c1[nH]nc(SCc2ccccc2)c(=O)[nH]1 | -0.1% | 0% | -2% | 9% | 4% | 1% | ? |
| CCOc1ccc2c(c1)c(N=NC(=N)N)c(O)n2C | -1.1% | -14% | 12% | -19% | -5% | -2% | -21% |
| COc1ccc(NC(C#N)c2ccc(OC)cc2)cc1 (configuration not stated) | -1.4% | 6% | -9%[38.3 µM] | -4%[46.1 µM] | 0% | -1% | 14% |
| Cc1ccc(/C=N/n2c(-c3ccncc3)n[nH]c2=S)o1 | 4.8% | 6% | 2% | -16% | 1% | 3% | 8%[46 µM] |
| CC(C)C(=O)Nc1ccccc1N1CCN(S(C)(=O)=O)CC1 | 5.5% | 0% | 8%[38.3 µM] | -2%[46.1 µM] | 11% | 4% | -4% |
| CCN(CC)S(=O)(=O)c1ccc(-c2csc(C)n2)s1 | 1.1% | -3% | nt | 10% | 1% | nt | 10%[46 µM] |
| O=C(c1ccccc1)c1cccn1CC(=O)N1CCN(c2ccc(F)cc2)CC1 | -1.7% | -5% | -2%[38.3 µM] | -24%[46.1 µM] | -5% | -1% | ? |
| Cc1ccc(NC(=O)CSc2nc(C)c(Cc3ccccc3)c(=O)[nH]2)cc1C | 3.2%&0.0% | 4% | -7% | -18% | -2% | -2% | -12%[46 µM] |
| Cc1cccc2cc(CN(Cc3ccco3)C(c3nnnn3CCc3ccccc3)C(C)C)c(=O)[nH]c12 (configuration not stated) | 2.7% | 1% | 12%[38.3 µM] | 13µM* | 6% | 13% | ? |
| CCOc1ccc(CNC(=O)CCn2c(=O)oc3ccccc32)cc1OC | -0.9% | 12% | -14%[38.3 µM] | -1%[46.1 µM] | 3% | -2% | -2% |
| Cc1ccc(C)c(C(C)NC(=O)c2ccccc2Br)c1 (configuration not stated) | 0.1% | 6% | 6% | -9% | 4% | -5% | ? |
| COc1ccc(/C=C2\CC/C(=C\c3ccc(OC)cc3OC)C2=O)c(OC)c1 | ? | 0% | 3% | 11% | -5% | 12% | nt |
| CCNCCCNCCCNCCCNCC | -1.6% | ? | -1% | nt | 13%[21.7 µM] | -1% | nt |
| CS(=O)(=O)Nc1ccc(S(=O)(=O)NCCc2ccccc2)cc1 | -1.1% | -6% | 2%[38.3 µM] | -7%[46.1 µM] | 9% | -1% | -11% |
| O=C(O)C1CC=C(Cl)CC1C(=O)NCc1ccccc1 (configuration not stated) | 3.2% | 2% | 15%[38.3 µM] | 4%[46.1 µM] | 5% | 1% | 2% |
| c1ccc(Cn2nnnc2CN2CCN(Cc3ccc4c(c3)OCO4)CC2)cc1 | -4.8% | -20% | nt | -3%[46.1 µM] | -3% | nt | -8% |
| Cn1c(=O)n(C)c2cc(NS(=O)(=O)c3ccc(F)cc3)ccc21 | -1.2%&-0.4% | 5% | 6% | 10% | 9% | 1% | ? |
| CC1=C2C(=COC(C)C2C)C(=O)C(C(=O)O)=C1O (configuration not stated) | 0.0% | 5% | 5% | nt | 8% | -2% | nt |
| O=C(CCSc1ccccc1)NC1CCCCCC1 | -1.4% | -2% | 0% | -4% | 7% | 1% | 3%[46 µM] |
| CCc1c(O)nc(SCC(=O)N2CCOCC2)n(-c2ccccc2)c1=O | 0.0% | 3% | -11%[38.3 µM] | -4%[46.1 µM] | 3% | 4% | -6% |
| Clc1ccc(OC2CCN(Cc3nc(CC4CC4)no3)CC2)cc1 | 0.0% | -9% | -2% | 16% | 11% | -4% | ? |
| COc1ccc(/C=N/NC(=O)C(=O)Nc2ccccn2)cc1OC | -0.9% | -10% | -8%[38.3 µM] | -19%[46.1 µM] | -1% | 0% | -4% |
| Cn1nc(SCC(=O)O)sc1=S | -2.1% | -24% | -5%[38.3 µM] | 3%[46.1 µM] | 1% | 1% | -7% |
| CCCCNC(=O)c1ccccc1NS(=O)(=O)c1ccc2c(c1)OCCO2 | 0.9% | 10% | 6%[38.3 µM] | -11%[46.1 µM] | -1% | -2% | 11% |
| COC(=O)CSc1ncnc2c1sc1nc3c(cc12)COC(C)(C)C3 | -0.1% | -6% | 6% | -57% | -2% | 0% | nt |
| COCC(=O)Nc1ccc(-c2cn3cccnc3n2)cc1 | -2.1% | ? | 11µM* | -9%[46.1 µM] | -8% | -19% | 1% |
| Cc1nn(-c2ccccc2)c(C)c1C(=O)OCC(=O)c1c(N)n(CC(C)C)c(=O)n(C)c1=O | 0.7% | 1% | 4%[38.3 µM] | -9%[46.1 µM] | 0% | -1% | ? |
| CCn1ccc(C(=O)Nc2cccc(Cl)c2)n1 | -4.5% | 1% | 1% | -4% | 3% | -1% | -2%[46 µM] |
| O=[N+]([O-])c1ccn(-c2nc(-c3ccccc3)cc(C(F)(F)F)n2)n1 | -0.1% | -7% | 11% | -13% | -6% | 13% | nt |
| C=CCn1cnc2c(nnn2Cc2ccc(F)cc2)c1=O | 0.0% | 9% | nt | 7% | 11% | nt | nt |
| Cc1ccc(S(=O)(=O)NC(=O)c2cc(C)n(CC(c3ccccc3)N(C)C)c2C)cc1 (configuration not stated) | -2.7% | 2% | 5% | 0% | -8% | 1% | -15%[46 µM] |
| Cc1ccc(SCc2cn3c(C)csc3n2)cc1 | -1.0% | 7% | 31%[38.3 µM] | -13%[46.1 µM] | 0% | -17% | ? |

The final three compounds of the part above open the next one:
| SMILES | Epigenetic derep | aGal spleen mod | IMPase Li cell | NPSR antag | CBFb-RUNX1 inh | Luc counter | Lamin A splicing |
| --- | --- | --- | --- | --- | --- | --- | --- |
| C=CCn1cnc2c(nnn2Cc2ccc(F)cc2)c1=O | 0.0% | 9% | nt | 7% | 11% | nt | nt |
| Cc1ccc(S(=O)(=O)NC(=O)c2cc(C)n(CC(c3ccccc3)N(C)C)c2C)cc1 (configuration not stated) | -2.7% | 2% | 5% | 0% | -8% | 1% | -15%[46 µM] |
| Cc1ccc(SCc2cn3c(C)csc3n2)cc1 | -1.0% | 7% | 31%[38.3 µM] | -13%[46.1 µM] | 0% | -17% | ? |
| CCn1c(NCCc2ccc(OC)c(OC)c2)nc2c1c(=O)n(C)c(=O)n2C | -1.0% | -3% | 28%[38.3 µM] | -4%[46.1 µM] | -1% | 3% | -13% |
| O=C(NCc1cccs1)C1CCCN1S(=O)(=O)c1ccccc1F (configuration not stated) | -4.2% | -27% | nt | 5%[46.1 µM] | -8% | nt | -3% |
| O=C(O)c1ccc(/C=N/Nc2ccc(F)cc2F)cc1 | 1.1% | -5% | -20% | -10% | -11% | -29% | -4%[46 µM] |
| COC(=O)[C@@]1(Cc2ccc(OC)cc2)[C@H]2c3cc(C(=O)N4CCCC4)n(CCc4ccc(O)c(O)c4)c3C[C@H]2CN1C(=O)c1ccccc1 | 0.2% | 2% | -6% | nt | -11% | -1% | nt |
| Cc1ccc(NC(=O)NCc2ccccn2)cc1 | -3.2% | 6% | -28% | -7% | -4% | 0% | nt |
| COC(=O)COc1ccc(S(=O)(=O)N2CCc3ccccc3C2)cc1 | 5.2% | 7% | 40%[activator][38.3 µM] | -8%[46.1 µM] | 7% | -3% | 15% |
| O=C(NCCN1CCOCC1)c1c[nH]c2ccc(S(=O)(=O)N3CCOCC3)cc2c1=O | 0.1% | 7% | -1% | 6% | 6% | 4% | -3% |
| COc1ccc(C)cc1S(=O)(=O)N(CC(=O)O)c1ccc(F)cc1 | 0.6% | 2% | -2%[38.3 µM] | -11%[46.1 µM] | 11% | -1% | 20% |
| O=C(/C=N/O)NCCCN1CCOCC1 | 0.0% | 4% | -2% | -13%[46.1 µM] | -1% | -1% | -2% |
| CCC(OC(=O)CCc1nc2ccccc2[nH]c1=O)C(=O)c1ccccc1 (configuration not stated) | -0.2% | 8% | 1%[38.3 µM] | -18%[46.1 µM] | -4% | -1% | -7% |
| Cc1ccc(-c2noc(C3CCCN(C(=O)C4CCCCC4)C3)n2)o1 (configuration not stated) | -1.7% | -8% | 23%[38.3 µM] | -12%[46.1 µM] | -6% | 17% | -2% |
| CCOc1ncccc1C(=O)N1CCN(c2ccc(C(F)(F)F)cn2)CC1 | -6.3% | 0% | 5% | -13% | 8% | 0% | -17%[46 µM] |
